# Cdc25B block – human M-phase inducer phosphatase 2 inhibition. P30305. recombinant Cdc25B, OMFP fluorescence Ex485/Em525. inhibition, %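 (compounds tested at 10 µM final in the well)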. 0.1% of 65,000 active. AID 368; in the data active means inhibition above about 50%
# Target sequence (P30305 whole entry, looked up): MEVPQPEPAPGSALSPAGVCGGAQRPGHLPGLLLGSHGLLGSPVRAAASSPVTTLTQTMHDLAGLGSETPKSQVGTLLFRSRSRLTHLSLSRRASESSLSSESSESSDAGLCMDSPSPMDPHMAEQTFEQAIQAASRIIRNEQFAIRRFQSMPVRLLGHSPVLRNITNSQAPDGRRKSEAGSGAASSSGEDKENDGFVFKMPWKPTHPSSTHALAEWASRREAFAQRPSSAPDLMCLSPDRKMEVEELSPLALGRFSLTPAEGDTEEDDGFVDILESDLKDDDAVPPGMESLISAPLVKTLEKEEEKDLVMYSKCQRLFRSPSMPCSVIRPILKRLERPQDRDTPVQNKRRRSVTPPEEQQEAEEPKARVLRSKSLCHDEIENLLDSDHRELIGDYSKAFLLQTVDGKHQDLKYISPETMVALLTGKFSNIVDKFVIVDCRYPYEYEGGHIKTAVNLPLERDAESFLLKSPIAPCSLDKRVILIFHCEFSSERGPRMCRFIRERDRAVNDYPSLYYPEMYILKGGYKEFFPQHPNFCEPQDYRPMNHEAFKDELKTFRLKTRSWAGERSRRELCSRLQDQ
# CatB mixtures – inhibitors of human cathepsin B in compound mixtures; P07858; Purified cathepsin B, AMC dipeptide fluorescence; inhibition, %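 (ten-compound pools at 5 µM per compound and 50 µM total)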; 0.06% of 62,000 active; AID 488; in the data active means inhibition above about 22%, passing the limit was not always enough; inconclusive means no clear call, values can overlap the other calls;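 further: 0% = enzyme without compound and 100% = no enzyme blank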
# D1 mod – allosteric modulators of human D1 dopamine receptor. 5.9% of 58,000 active. HEK293 D1, CRE-luciferase, dopamine EC30 potentiation; actives deviate in either direction. P21728. B-score at 10 µM;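 active means luminescence count or its row- and column-corrected plate score outside the 99.7% band of the plate's sample wells, on either side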
# AP ELISA ortho – alternative pathway complement inhibition, orthogonal assay; Human serum alternative complement pathway, LPS-coated ELISA, C3 deposition; tested in compound mixtures; inhibition, % at 5 µM; 0.08% of 62,000 active; AID 1235;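 active means inhibition above 30% in each of the two pooled mixtures holding the compound, so the lower value exceeds 30%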;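 further: 0% = serum in Mg-EGTA without compound and 100% = EDTA serum blank; some compounds past the cut are filed as inactive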
#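 Assay system: Human serum alternative complement pathway, C3 deposition on LPS-coated wells | Incubation: 1 h serum-compound exposure at 37 °C | Doses: 5 µM per compound in ten-compound mixtures | Read-out: Percent inhibition | Technique: ELISA with HRP anti-human C3 antibody, TMB substrate, absorbance 450 nm | Replication: Two pool placements per compound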
# E coli RNAP – inhibitors of Escherichia coli RNA polymerase; 0.2% of 62,000 active; AID 559; inhibition, %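 (tested at 10 µM)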; E. coli RNA polymerase, fluorescence transcription assay; P0A8V2; in the data active means inhibition above about 20%;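 further: 0% = enzyme without compound and 100% = no enzyme blank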
# Ecoli tolC – growth inhibitors of E. coli BW25113 tolC mutant | 2.2% of 65,000 active | growth inhibition, % at 10 µM (by protocol) | OD615;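 active means growth inhibition at or above a cutoff equal to the mean over every tested compound plus 3 SD, cut at about 60% in these data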;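 further: growth measured after 20 h incubation at 37 °C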
#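 Test system: E. coli BW25113 ΔtolC::kan bacteria | Medium: Kanamycin-containing LB broth (50 µg/mL) | Dosing: One dose of 10 µM final | Times: 20 h incubation with compound, 37 °C | Detection: Optical density read at 615 nm | Read-out basis: Percent growth inhibition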
# DUSP1 inh – human dual specificity phosphatase 1 inhibition; 0.15% of 65,000 active; P28562; recombinant MKP-1, OMFP hydrolysis fluorescence; inhibition, %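 (compounds tested at a single concentration somewhere between 10 and 100 µM)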; AID 374;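 active means inhibition above about 50%, limit read from the data; inconclusive means inhibition over screen mean plus 3 SD, below that limit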;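 further: 0% = DMSO max control wells and 100% = wells with enzyme stopped by NaOH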
# Target sequence (P28562 whole entry, looked up): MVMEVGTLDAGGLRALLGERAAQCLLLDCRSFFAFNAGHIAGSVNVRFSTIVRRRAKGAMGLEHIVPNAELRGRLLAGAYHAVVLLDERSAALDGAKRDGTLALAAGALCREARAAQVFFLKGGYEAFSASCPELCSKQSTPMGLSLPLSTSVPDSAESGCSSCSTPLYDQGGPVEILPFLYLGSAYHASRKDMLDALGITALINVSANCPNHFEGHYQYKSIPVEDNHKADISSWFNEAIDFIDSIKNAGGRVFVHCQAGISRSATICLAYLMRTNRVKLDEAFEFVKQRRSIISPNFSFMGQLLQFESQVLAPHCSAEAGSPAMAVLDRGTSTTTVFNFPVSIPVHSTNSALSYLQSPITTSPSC
# CatB block – blocks human cathepsin B protease activity. P07858. purified cathepsin B, fluorogenic substrate, fluorescence. inhibition, %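 (tested at 10 µM)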. 0.1% of 63,000 active; in the data active means inhibition above about 21%;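 further: 0% = enzyme with no compound and 100% = no enzyme blank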
# Hsp90 inh – displaces geldanamycin probe from tumor Hsp90. 0.35% of 64,000 active. P07900. inhibition, % at 30 µM. NCI-N417 lysate Hsp90, Cy3B-geldanamycin FP displacement;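 active means inhibition above 50%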;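 further: 0% = tracer plus lysate wells and 100% = tracer alone without lysate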
# The depositor's hits bear a star; ? = inconclusive; nt = no result given.
SMILES,Cdc25B block,CatB mixtures,D1 mod,AP ELISA ortho,E coli RNAP,Ecoli tolC,DUSP1 inh,CatB block,Hsp90 inh
CCCCn1c(SCC(=O)NC(=O)NCc2ccco2)nc2cc(S(N)(=O)=O)ccc21,6,5,0.065,21,-2,18,44,-1,-5
CCn1c(-c2ccc(OC)c(OC)c2)n[nH]c1=S,-2,2,3.5,7,1,-11,0,-1,2
O=C(CCNc1cccc(Cl)c1)c1ccco1,-13,-2,-1.2,16,-4,1,2,4,-2
Cc1ccc(-n2ncc3c(=O)[nH]c(SCC(=O)N4CCCCC4)nc32)cc1,-1,-2,nt,10,11,4,7,1,4
CCOCCn1c(CN2CCN(c3ccc(OC)cc3)CC2)nc2c1c(=O)n(C)c(=O)n2C,-15,nt,-0.75,nt,nt,nt,19,nt,0
COc1cc2c(cc1OC)C(c1cc(OC)c(OC)c(OC)c1)NCC2 (stereo not drawn),-9,8,-0.34,5,9,-9,-1,1,-1
CCCC(c1nnnn1Cc1ccc(F)cc1)N1CCN(C2CCCCC2)CC1 (stereo not drawn),7,15,-0.35,12,2,-10,17,1,-2
Cc1cccc(OCCSc2cc(C)nc(N)n2)c1,0,3,1,20,4,19,0,-6,13
CCOC(=O)c1sc(NC(=O)c2c(C)noc2C)c(C(=O)OCC)c1C,-4,-6,0.12,-3,10,-7,8,2,-6
O=C(CCN1C(=O)c2ccccc2C1=O)Nc1ccc(F)cc1F,0,-1,-1,1,-1,-14,1,4,1
CCC(=O)Nc1ccc(OC)cc1OC,-5,1,0.25,2,9,-17,1,5,4
CC1CCCN(S(=O)(=O)c2ccc(NC(=O)CN3CCN(C)CC3)cc2)C1 (stereo not drawn),3,10,-0.059,15,4,-15,9,8,-3
COc1ccc(-n2cnnc2SCC(=O)N(C)C2CCS(=O)(=O)C2)cc1 (stereo not drawn),-5,19,0.13,10,1,-12,1,1,3
CCCCN1C2=NCCCN2c2cc(C)c(C)cc21,0,3,-3.4*,5,8,4,0,5,-2
Cc1noc(C)c1COC(=O)c1ccc2c(c1)OCO2,2,33,nt,5,-6,0,-1,3,-1
CCOC(=O)C1CCCN(S(=O)(=O)c2ccc(Br)s2)C1 (stereo not drawn),2,-3,0.51,10,7,28,-13,1,1
Cc1nnc(NCc2ccncc2)c2ccccc12,4,-3,nt,6,5,-2,20,5,-3
O=c1c2c([nH]c3ccccc13)CCCCCC2,1,-5,-0.47,16,-7,34,4,-5,-1
Cc1cc(CN2CCOCC2)c(O)c(C2(C)CCCCC2)c1,-11,0,0.12,17,6,46,24,5,-3
COc1cc(OC)c(C2C(C#N)=C(N)OC3=C2C(=O)CC(C)(C)C3)cc1OC (stereo not drawn),-5,43,-0.02,-13,5,-1,8,8,-2

# Continued (7 carried over from the part before).
SMILES,Cdc25B block,CatB mixtures,D1 mod,AP ELISA ortho,E coli RNAP,Ecoli tolC,DUSP1 inh,CatB block,Hsp90 inh
CCCCN1C2=NCCCN2c2cc(C)c(C)cc21,0,3,-3.4*,5,8,4,0,5,-2
Cc1noc(C)c1COC(=O)c1ccc2c(c1)OCO2,2,33,nt,5,-6,0,-1,3,-1
CCOC(=O)C1CCCN(S(=O)(=O)c2ccc(Br)s2)C1 (stereo not drawn),2,-3,0.51,10,7,28,-13,1,1
Cc1nnc(NCc2ccncc2)c2ccccc12,4,-3,nt,6,5,-2,20,5,-3
O=c1c2c([nH]c3ccccc13)CCCCCC2,1,-5,-0.47,16,-7,34,4,-5,-1
Cc1cc(CN2CCOCC2)c(O)c(C2(C)CCCCC2)c1,-11,0,0.12,17,6,46,24,5,-3
COc1cc(OC)c(C2C(C#N)=C(N)OC3=C2C(=O)CC(C)(C)C3)cc1OC (stereo not drawn),-5,43,-0.02,-13,5,-1,8,8,-2
O=C(N1CCN(c2ccc(F)cc2)CC1)C12CC3CC(CC(C3)C1)C2,-13,4,-1.6,5,7,3,8,1,-5
O=C(Nc1nc(-c2nc3ccccc3s2)cs1)C1CC1,1,-1,-3.4*,7,5,24,4,2,-5
COc1ccc(Nc2nc3ccccc3nc2C)cc1,-7,3,3.1*,19,nt,10,-9,nt,-34
Cc1nc(NCCN2CCOCC2)c2nnn(Cc3ccccc3Cl)c2n1,-7,-4,-0.19,18,-9,8,-9,0,-4
CCN(CC)C(=O)C1CCC(C)(C(=O)O)C1(C)C (stereo not drawn),-11,5,-0.39,3,12,-11,0,6,-1
CCSc1nnc(NC(=O)c2nc(-c3ccccc3)n(-c3ccccc3)n2)s1,1,1,-0.45,0,7,78*,25,5,-7
COc1cc(/C=N/n2c(C)nnc2C)cc(OC)c1OC,-3,-10,-0.5,5,5,6,-12,3,-5
COc1ccccc1CNC(=O)CCNC(=O)Cn1cnc2ccccc2c1=O,-2,5,-1,-2,5,3,0,6,-3
CC(=O)N(c1ccc(Cl)cc1)c1c[nH]c2ccccc12,-14,2,-0.18,2,2,23,11,0,1
CS(=O)(=O)Nc1ccccc1C(=O)Nc1cccc(Cl)c1,1,-5,-2.3,7,9,37,-9,2,-4
CCCCCCn1c(CN2CCCC(C)C2)nc2c1c(=O)n(C)c(=O)n2C (stereo not drawn),-25,8,nt,8,6,61*,14,-6,0
CCC(=O)Nc1c(C)cc(C)cc1Cl,-9,2,-0.029,0,10,-13,6,-1,-4
COc1cccc(NC(=O)N(Cc2cc3cc(C)cc(C)c3[nH]c2=O)CC2COCCO2)c1 (stereo not drawn),4,2,-0.87,-2,4,26,6,0,0
CC(C)CNC(=O)c1c(N)n(/N=C/c2ccccn2)c2nc3ccccc3nc12,30,-8,-1.2,0,11,7,4,-1,-10
c1ccc(-n2nnnc2N2CCOCC2)cc1,-10,2,-0.23,-2,5,-6,30,3,0
CCN(CC)c1ccc(-c2nn3c(-c4n[nH]c5c4CCC5)nnc3s2)cc1,11,-2,0.85,14,2,74*,?,2,-22
Cc1cc(C)c2c(n1)nn1c(N3CCN(Cc4ccccc4)CC3)cc(C)nc21,-20,1,0.6,19,nt,25,12,-4,0
Cc1ccccc1N=C1NC(=O)CS1,8,0,-0.48,15,2,-3,-2,1,1
O=C(c1cc(-c2cccs2)on1)N1CCN(c2ccccc2)CC1,-8,3,-0.056,11,-2,56,2,4,-4
Cc1cc(C(=O)Nc2sc3c(c2C#N)CCC(C(C)(C)C)C3)no1 (stereo not drawn),-6,-2,0.22,2,-2,8,8,0,1
CCC(CC)C(=O)NCc1ccc2c(c1)cc(C)n2C,-4,1,-0.81,10,14,-1,2,7,-4
COC(=O)CNc1nc(-c2ccncc2)nc2ccccc12,-16,2,2.1,12,10,26,-12,2,-3
CC(C)(C)NS(=O)(=O)c1cccc(S(=O)(=O)c2cccc(S(=O)(=O)NC(C)(C)C)c2)c1,-14,0,-2.8,8,7,20,12,0,-2
Cc1ccc(NC2=NC(c3ccc(C)cc3)n3c(nc(C)cc3=O)N2)cc1 (stereo not drawn),12,-2,0.18,-12,-1,6,11,3,-3
Cc1ccc(NC(=O)COC(=O)CCc2c[nH]c(=O)[nH]2)cc1,3,-4,-0.68,7,4,-6,-3,2,-4
O=C1[C@@H]2C(c3ccccc3Cl)=NO[C@@H]2C(=O)N1Cc1ccccc1,-6,4,0.049,9,7,-7,-7,3,1
COc1ccc(CCNS(=O)(=O)c2ccc3c(c2)CC(C)N3C(C)=O)cc1OC (stereo not drawn),18,1,1.2,8,3,-15,8,1,-3
O=C1CCC(=O)N1c1nc2n(n1)C(c1ccccc1)C=C(c1ccc(Br)cc1)N2 (stereo not drawn),0,nt,nt,nt,nt,17,1,1,2
CCOC(=O)c1ccccc1NS(=O)(=O)c1ccccc1,-8,2,0.44,-3,8,33,-4,0,-1
Cn1c(=O)n(Cc2ccc(Cl)cc2)c(=O)c2c1nc1n2CCN1Cc1ccco1,-7,0,0.17,7,-1,5,12,4,-1
COCc1[nH]nc2c1C(c1c(F)cccc1Cl)C(C#N)=C(N)O2 (stereo not drawn),1,-2,-0.6,-23,-1,3,5,-1,-2
CCN(CC(=O)NC1CCCCC1)S(=O)(=O)c1ccc(Cl)cc1,-7,4,-1.4,12,8,-4,-8,1,-1
Cc1cc(C)n2nc(C(=O)NCc3ccccc3)cc2n1,-8,nt,0.63,-20,nt,1,-8,nt,2
COc1ccc(C(c2nnnn2Cc2cccs2)N2CCN(c3ccccc3F)CC2)cc1 (stereo not drawn),-11,2,-0.62,11,5,13,33,-1,-5
Cc1cc(OC2CCCCC2)nc(-c2ccccc2O)n1,-7,0,1.5,6,2,16,6,4,-5
O=C(CCN1CCN(CC(=O)Nc2ccccc2F)CC1)Nc1ccccc1F,3,1,-0.057,6,2,-7,1,0,-5
Cc1ccc(-n2ncc(-c3nnc(SCC(=O)NC4CCCC4)o3)c2N)cc1C,0,-2,nt,13,2,-7,13,-1,-3
Nc1nc2c(c3c1c(=O)oc1ccccc13)CCCCC2,-9,2,nt,4,-7,27,8,-4,-2
CCn1c(Cc2ccccc2)nnc1SCC(=O)Nc1nccs1,-6,8,-0.52,5,6,14,7,3,-3
CN(C)c1cccc(NC(=O)Cc2ccc(F)cc2)c1,-10,2,0.082,14,-1,13,-4,2,-5
O=C(Nc1ccc(Cl)cn1)C1CCCN1S(=O)(=O)c1ccc(Cl)cc1 (stereo not drawn),2,3,-0.01,9,1,2,-1,-3,-1
CC(=O)Nc1ccc(S(=O)(=O)NCCc2ccccc2)cc1,-7,-6,-0.0041,9,nt,6,11,nt,2
Cc1cc(C)c2nc(-c3ccccn3)cc(C(=O)Nc3cc(C)on3)c2c1,5,12,0.87,3,3,-6,11,2,-18
O=C1NC(=O)c2c(NC(=O)C3CCCO3)cccc21 (stereo not drawn),-4,1,-0.48,-3,7,-4,0,4,-1
CC(=O)N1CN(CCCn2ccnc2)Cc2c1sc1c2CCCC1,9,1,nt,6,1,-8,8,1,-1
Cc1cc(N2CCN(C(=O)OC(C)(C)C)CC2)n2ncnc2n1,-5,nt,0.27,nt,nt,-7,25,nt,0
COc1ccccc1OCC(=O)Nc1ccccn1,-8,2,-3.9,19,3,-12,11,0,1
CCOC(=O)C(C)Oc1ccc(C2NC(=O)NC(C)=C2C(=O)Nc2ccccc2C)cc1 (stereo not drawn),-3,1,-1.2,-2,-1,-8,-10,-1,1
Cc1ccc(C(=O)Nc2cnc3sc(C)nn3c2=O)cc1,-11,-6,0.045,4,6,7,-5,0,-16
CCC(COC(=O)Nc1cccc(C)c1)NC(=O)OCC(C)C (stereo not drawn),6,0,-0.21,9,2,29,7,3,-1
O=C(Nc1ccc(Cl)cn1)C1CCCN1S(=O)(=O)c1ccccc1 (stereo not drawn),0,nt,-0.46,nt,8,13,-26,-3,-4
CCCCn1c(=O)[nH]c(=O)c2c1nc(-c1ccc(C#N)cc1)n2C1CCCC1,-11,1,0.16,-7,-1,5,18,1,-13
COC(=O)C1=C(C)OC(N)=C(C#N)C1c1c(C)nn(-c2ccccc2)c1Cl (stereo not drawn),-15,2,-0.35,-11,-12,13,4,-1,0
O=C(Cc1cccs1)Nc1nc2ccccc2s1,21,0,0.072,6,2,-7,1,2,-10
COCCNC(=O)Nc1ccc2c(c1)N(C)C(=O)CS2,-3,6,-0.019,6,8,-14,9,4,-8
CC1(C)CCCC2=C1CC1C(=O)N(O)C(=O)C1C2 (stereo not drawn),-7,-4,0.35,-10,9,2,6,-1,-5
CCOC(=O)N1CCN(S(=O)(=O)c2ccc3c(c2)oc(=O)n3C)CC1,2,nt,-0.98,nt,nt,-19,11,nt,0

# Screening results from PubChem BioAssay.
